Screens: PubChem, several laboratories
Kir21 block = inhibitors of mouse Kir2.1 inward-rectifier potassium channel; B-score at 10 µM; actives 0.85% (n = 310,000); HEK293-Kir2.1, FluxOR thallium flux fluorescence; active compounds read low; Inward rectifier potassium channel 2 (Mus musculus), P35561;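 active = fluorescence ratio B-score at or below minus 3 SD of library scores, with starting-brightness B-score within 2 SD, cut at about -4.2 in these data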;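 note: channel flux triggered by added potassium and thallium sulfate stimulus; B-score of peak minus minimum fluorescence over baseline after thallium stimulus; more negative B-score means stronger Kir2.1 block with less thallium influx; some compounds called inactive have numbers as strong as hits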
Target sequence (P35561 whole entry, looked up): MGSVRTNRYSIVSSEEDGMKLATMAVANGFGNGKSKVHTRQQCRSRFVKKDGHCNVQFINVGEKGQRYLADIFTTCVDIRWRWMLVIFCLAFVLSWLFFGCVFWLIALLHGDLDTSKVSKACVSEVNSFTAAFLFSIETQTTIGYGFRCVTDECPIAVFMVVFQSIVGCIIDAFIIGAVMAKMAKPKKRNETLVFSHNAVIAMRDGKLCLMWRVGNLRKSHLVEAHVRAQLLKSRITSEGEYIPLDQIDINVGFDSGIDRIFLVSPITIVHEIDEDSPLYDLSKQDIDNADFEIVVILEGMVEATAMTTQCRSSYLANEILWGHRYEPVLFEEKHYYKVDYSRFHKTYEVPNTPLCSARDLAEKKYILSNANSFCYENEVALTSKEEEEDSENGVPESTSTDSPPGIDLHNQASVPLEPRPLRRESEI
STK33 kinase inh = inhibitors of purified STK33 kinase, primary screen, biochemical, ADP-Glo luminescence, homogeneous, cell-free | Serine/threonine-protein kinase 33 (Homo sapiens), Q9BYT3 | actives 0.073% (n = 320,000) | inhibition, % at 10 µM | AID 2661, 2010 | MBP phosphorylation;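 active = inhibition at or above 25%, using the most active replicate where run in duplicate; inactive = inhibition below 25%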
Target sequence (Q9BYT3 whole entry, looked up): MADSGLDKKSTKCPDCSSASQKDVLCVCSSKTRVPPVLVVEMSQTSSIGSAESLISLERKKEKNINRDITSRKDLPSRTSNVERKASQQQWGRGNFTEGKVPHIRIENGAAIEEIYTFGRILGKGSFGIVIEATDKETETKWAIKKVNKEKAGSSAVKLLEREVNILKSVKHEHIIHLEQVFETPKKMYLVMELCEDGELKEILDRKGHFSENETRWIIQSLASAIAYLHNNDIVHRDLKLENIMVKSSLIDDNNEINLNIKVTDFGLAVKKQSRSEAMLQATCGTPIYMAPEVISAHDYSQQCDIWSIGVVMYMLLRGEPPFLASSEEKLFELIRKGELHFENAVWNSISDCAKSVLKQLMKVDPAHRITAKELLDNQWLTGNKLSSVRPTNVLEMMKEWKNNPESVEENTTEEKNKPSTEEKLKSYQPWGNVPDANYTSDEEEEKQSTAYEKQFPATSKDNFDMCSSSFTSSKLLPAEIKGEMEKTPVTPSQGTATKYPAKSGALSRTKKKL
* marks the source's active call; other numbers are inactive results; . = no result given.

Sequence of screens: STK33 kinase inh	Kir21 block
c1ccc(C(c2ccccc2)N2CCN(C(c3ccccn3)c3nnnn3C3CCCC3)CC2)cc1 (stereo not given)
 : -1.2	0.79
CC[N+](CC)(CC)C/C=C/CN1CCCCC1
 : -1.6	0.36
CC(C)Oc1ccc(C(CC(=O)O)n2cnnn2)cc1 (stereo not given)
 : -0.2	1.5
COc1cc(NC(=O)CSc2c3c(nc4ccccc24)CCC3)cc(OC)c1OC
 : 0.5	-0.92
NC(=O)C1(N2CCCCC2)CCN(c2nc(-c3ccccc3)cs2)CC1
 : 0.3	-0.5
Cc1ccc([C@@H]2[C@@H]3C(=O)N(C)C(=O)[C@@H]3[C@]3(C)C(=O)N(CC4CC4)CC(=O)N23)o1
 : -1.1	1.2
O=C(CNC(=O)c1ccccc1Cl)N/N=C/C=C/c1ccccc1
 : -0.7	0.59
COc1cc(NC(=O)c2ccccc2[N+](=O)[O-])ccc1NC(=O)C(C)C
 : 0.4	0.17
COc1cc(/C=C2\CCC/C(=C\c3ccc(O)c(OC)c3)C2=O)ccc1O
 : 1.7	1
Cc1cccc(C)c1NS(=O)(=O)c1ccc(NC(=O)c2ccc(Cl)c([N+](=O)[O-])c2)cc1
 : -1.3	-0.25
Cc1cccc2cc(C#N)c(NCCNC(=O)COc3ccccc3)nc12
 : -1.5	0.03
COc1ccc(NC(=O)CN(C)C(=O)c2cc(C)on2)cc1
 : 0.7	-1.7
CCOc1ccc(S(=O)(=O)NCCC(=O)Nc2cccc(C(=O)OC)c2)cc1
 : -1.0	-0.24
COc1ccc(CN2CCN(C(=O)C3CCC(CNS(=O)(=O)c4ccc(C)cc4)CC3)CC2)c(OC)c1OC (stereo not given)
 : 0.2	0.02
CC(C)(C)NC(=O)NCc1ccco1
 : -2.2	1.2
O=C(c1ccccc1)[C@H]1[C@H](c2ccccc2)[C@@]2(N=C(c3ccccc3)OC2=O)C2c3ccccc3C=NN21 (stereo not given in full)
 : -0.8	-0.05
COc1ccc(CNC(=O)C(OC(=O)c2ccco2)c2ccccc2)cc1 (stereo not given)
 : -0.3	-0.71
CCOC(=O)C1(Cc2ccccc2C)CCCN(C(=O)c2ccc(COC)o2)C1 (stereo not given)
 : 4.1	-1.8
CN(CC1CCCN(CCc2ccc(Cl)cc2)C1)C(=O)c1ccco1 (stereo not given)
 : -1.2	0.06
O=C(CN1C(=O)CCC1=O)Nc1ccc2c3c(cccc13)CC2
 : 0.0	1.9
O=C(c1cc(COc2cccc3cnccc23)on1)N1CCC(c2ccccc2Cl)C1 (stereo not given)
 : -0.2	-0.7
Cc1ccc(NC(=O)N2CCC(C(=O)Nc3ccc(C)cc3C)CC2)cc1
 : -1.9	-1.6
O=C(c1cccnc1)N1CCN(C(=O)c2ccco2)CC1
 : -0.9	-2.3
Cc1cc(C(=O)NCc2cc(C)n(C)n2)sc1-c1ccccc1
 : -0.3	0.25
O=C(O)C(Cc1ccccc1)N1C(=O)c2cccc3cccc(c23)C1=O (stereo not given)
 : 0.0	-0.78
O=C(Nc1ccon1)Nc1cc(Cl)ccc1Cl
 : 0.1	-0.79
O=C1CC(NS(=O)(=O)c2ccccc2F)CN1c1ccc2c(c1)OCCO2 (stereo not given)
 : -1.0	0.69
CC1CCN(C(=O)C(=O)c2cn(CC(=O)N3CCCC3)c3ccccc23)CC1
 : -1.0	0.14
COc1cc(C(=O)OCC(=O)N(CC(C)C)C2CCS(=O)(=O)C2)cc(OC)c1C (stereo not given)
 : 1.1	.
CCCSc1ccc([C@H]2N[C@@](C)(C(=O)OC)[C@H]3C(=O)N(C)C(=O)[C@@H]23)cc1
 : -1.0	-1.3
COc1cc(C(=O)Oc2cccc(C)c2)cc(OC)c1OC
 : 0.2	0.36
Cc1ccc(NS(=O)(=O)c2cc3c4c(cccc4c2)C(=O)NC3=O)cc1C
 : 0.4	-0.41
COc1ccc(S(=O)(=O)NCC(=O)N(CC(=O)NCC2CCCO2)Cc2ccc(F)cc2)cc1 (stereo not given)
 : 8.4	-0.55
COc1cc(OC)cc(C(=O)Nc2cccc3cccnc23)c1
 : -0.4	-0.96
CCOC(=O)C1=C(C)N=c2s/c(=C\c3ccc(OCC(=O)O)cc3)c(=O)n2C1c1ccc(OC(C)C)cc1 (stereo not given)
 : 0.1	-1.8
CN(Cc1cccc(Cl)c1Cl)C(=O)c1cc(S(=O)(=O)N2CCOCC2)ccc1F
 : -2.2	.
COc1ccccc1N1CCN(C(=O)COc2ccc(S(=O)(=O)NC(C)(C)C)cc2)CC1
 : -0.9	-2
Cc1ccc(C)c(-n2c(Cc3cc(=O)[nH]c(=O)[nH]3)nnc2SCC(=O)NCc2ccco2)c1
 : -0.9	.
COc1ccc(-c2c(-c3cc(OC)cc(OC)c3)n(C)c3ccc(-c4cnc(N)nc4)cc23)cc1
 : -2.2	.
COc1cc(NC(=S)N2CCN(Cc3ccccc3)CC2)cc(OC)c1
 : 0.6	-0.61
CCc1cc(C=C(Cl)Cl)oc(=O)c1C
 : -5.6	0.99
CC(=O)CC(=O)Nc1ccn(-c2ccccc2)n1
 : 1.1	1.2
O=C(c1ccc(S(=O)(=O)N2CCCCC2)cc1)N1CCN(c2ccccc2F)CC1
 : -1.6	-0.35
COc1ccc(-c2cc(C(=O)N3CCOCC3)no2)cc1
 : 0.3	-1.1
COc1cccc(NC(=O)C2CCC(CNS(=O)(=O)c3ccc4c(c3)CC(C)N4C(C)=O)CC2)c1 (stereo not given)
 : -0.1	0.48
Cc1ccc(C)c(OCCC(=O)NNC(=O)Cn2nc(C)cc2C)c1
 : 0.2	-2.1
C/C(=N\NC(=O)c1cc(O)ccc1O)c1cccc(NC(=O)c2cccc(Cl)c2)c1
 : 0.8	-0.01
Cc1cc(C)n(-c2ccc(C(=O)NC3CCCCC3)cc2)n1
 : -0.9	0.18
CC1(C)Cc2cccc(OCC(=O)Nc3nccs3)c2O1
 : 0.2	-0.12
CCN(C1CCCCC1)S(=O)(=O)c1ccc(S(=O)(=O)N(CC(=O)Nc2ccccc2)C2CC2)cc1
 : -1.7	-0.01
COc1ccc(C2Nc3ccccc3C(=O)N2O)cc1CN1CCOCC1 (stereo not given)
 : 0.8	0.43
O=C(O)CN1C(=O)CSc2ccccc21
 : -1.9	1.2
CCn1c(CNC(=O)C2CCCCC2)cc2cc(C)ccc21
 : -1.0	-1.2
C=Cn1ccnc1P(=S)(c1ccc2c(c1)c1ccccc1n2CC)c1nccn1C=C
 : -2.3	0.79
COc1c(Br)cc(/C=N/n2c(-c3ccccc3)n[nH]c2=S)c(O)c1Br
 : -0.8	-2.1
COc1cc2c(cc1OC)C(c1cc([N+](=O)[O-])ccc1O)NCC2 (stereo not given)
 : 1.0	1.2
O=C(CNS(=O)(=O)c1ccc([N+](=O)[O-])cc1)N/N=C\c1ccc(O)cc1
 : 1.8	-1.8
CCOC(=O)C(C)N1CC(=O)N(c2ccccc2)C1=O (stereo not given)
 : -0.1	0.62
Cc1nc(CN2CCN(C(=O)NC3(c4ccccc4)CC3)CC2)cs1
 : -1.3	-0.65
O=C(COC(=O)/C=C/c1cccs1)Nc1ccccc1Cl
 : -0.7	0.83

Next section:
Sequence of screens: STK33 kinase inh	Kir21 block
CCC(CC)C(=O)Nc1cccc(C(=O)Nc2ccc(S(=O)(=O)Nc3ccc(C)cc3)cc2)c1
 : 0.9	0.68
COc1cc(/C=N/Nc2nc(=O)[nH]nc2C)cc(OC)c1O
 : 1.2	0.9
CN(Cc1ccccc1)C(=O)C1CCCN(Cc2cccc(Cl)c2)C1 (stereo not given)
 : -0.9	-2
CC(=O)Nc1ccc(S(=O)(=O)Nc2ccc3c(c2)n(C)c(=O)n3C)c(C)c1
 : 1.0	0.11
COCCNS(=O)(=O)c1ccc(OCC(=O)N2CCc3ccccc3C2)c(Cl)c1
 : -1.0	-1.1
CC(C)NC(=O)N(C)C[C@H]1Oc2c(NS(=O)(=O)c3ccc(F)cc3)cccc2C(=O)N([C@H](C)CO)C[C@@H]1C
 : -0.8	.
CCOC(=O)C(C)Oc1ccc2c(C)cc(=O)oc2c1C(C)=O (stereo not given)
 : 0.9	0.01
Cc1c(/C=N/Nc2ccc(C(=O)O)cc2)c2ccccc2n1C
 : 1.5	0.31
Brc1ccc(C2=Nn3c(Cn4nnc5ccccc54)nnc3SC2)cc1
 : 0.2	0.5
CCCCCC/C=N/Nc1nnc(Cc2ccc(OC)c(OC)c2)c(=O)[nH]1
 : -0.4	1.7
CCC(=O)N1CCc2cc(S(=O)(=O)CCC(=O)NCc3ccc4c(c3)OCO4)ccc21
 : -1.0	-0.4
C=C(C)c1cccc(C(C)(C)NC(=O)N2CCN(c3ccccc3OC)CC2)c1
 : -0.9	-1.1
CC(=O)Oc1cc(C(C)C)c(OCCN(C)C)cc1C
 : 0.4	-1.6
Cc1ccc2cccc(Oc3ncnc4scc(-c5ccccc5)c34)c2n1
 : -1.2	1.1
COc1ccc(C(=O)OCC(=O)NC(=O)NC2CCCC2)cc1OC
 : 0.3	.
CCOC(=O)c1c(NC(=O)C[n+]2ccc(Cc3ccccc3)cc2)sc(C)c1C
 : -0.3	-1.6
Cc1cccc(C2Nc3ccccc3C(=O)N2c2ccccc2)n1 (stereo not given)
 : -1.0	-0.16
CC1(C)C(=O)Nc2ccccc2N1C(=O)COC(=O)CSc1ccc(F)cc1
 : -2.2	.
CCOC(=O)C1NN=C(C(=O)c2ccccc2)C1c1ccccc1 (stereo not given)
 : .	-0.58
NS(=O)(=O)c1ccc(NC(=O)NC2CC(=O)N(c3ccc4c(c3)OCCO4)C2)cc1 (stereo not given)
 : 0.4	0.04
COc1ccc(N2CCN(S(=O)(=O)CCNC(=O)COc3cccc(OC)c3)CC2)cc1
 : -0.7	1.8
Cc1c(NC(=O)CSc2nnc(-c3ccco3)n2-c2ccccc2)c(=O)n(-c2ccccc2)n1C
 : -0.1	1.9
O=C(CSc1nc(-c2ccccc2Cl)ns1)NCc1ccc2c(c1)OCO2
 : -3.0	-1.3
O=C(NNC(=O)c1cc2ccccc2cc1O)c1cccs1
 : -0.9	1.5
COc1ccccc1N1C(=N)S/C(=C\c2ccc(-c3ccccc3C(=O)O)o2)C1=O
 : 4.1	1.1
Cc1ccc(SCc2nn(C)c(Cl)c2C=O)cc1
 : -1.4	0
CCN(C(=O)c1ccc(NC(=O)c2ccco2)cc1)c1ccccc1
 : 1.4	0.46
O=C(N/N=C/c1ccc[nH]1)c1ccccc1OCc1ccccc1Cl
 : -0.4	1.1
O=C(Nc1nnc(-c2cc(Cl)ccc2Cl)o1)C1=COCCO1
 : .	-1.4
O=C1C(Cl)=C(NS(=O)(=O)c2ccc([N+](=O)[O-])cc2)C(=O)c2ccccc21
 : -1.6	-0.64
O=C(CC1Sc2ccccc2NC1=O)NCc1ccccc1 (stereo not given)
 : -1.3	-0.89
O=C(Nc1ccc2c(c1)OCO2)N1CCN(Cc2ccco2)CC1
 : -0.9	0.05
CC(NC(=O)c1ccccc1F)c1nnc(SCC(=O)Nc2nnc(C3CC3)s2)n1C (stereo not given)
 : .	1.8
CCCCCCC(=O)N/N=C/c1ccc(Br)cc1
 : -1.6	-0.21
O=C(COc1ccc(Br)cc1)N1CCCCCC1
 : -0.4	1.2
Cc1ccc2[nH]c(CNC(=O)C3CCCCC3)cc2c1
 : -0.3	1.4
N#CCCCN1C(=O)C(O)(CC(=O)c2ccc3c(c2)OCCO3)c2ccccc21 (stereo not given)
 : 0.8	-0.75
O=C(CN1C(=O)NC2(CCCCCC2)C1=O)Nc1cccc(F)c1
 : 3.0	.
NC(=O)c1ccc2c(c1)S(=O)(=O)c1ccccc1C2=O
 : 0.4	-1.7
Cc1cccc(NC(=O)CSc2cc(C(=O)c3nccn3C)c3ccccc3n2)c1
 : -1.6	-1.5
c1cc2c3c(cccc3c1)C(N1CCOCC1)=N2
 : 0.2	-0.4
COc1cccc(Cn2nnc(C(=O)NCc3ccccc3Cl)c2N)c1
 : -0.8	-1.5
CC1(C)C2([N+](=O)[O-])CN3CC1([N+](=O)[O-])CN(C2)C3c1ccc(O)c(O)c1 (stereo not given)
 : -0.3	3
Cc1ccc(NC(=O)CCC(=O)c2cc(C)sc2C)nc1
 : .	-0.08
O=C1CC(NNC(=O)c2ccc(Br)cc2)C(=O)N1 (stereo not given)
 : -1.0	-1.1

Structural class: the compounds so far with a nitro group on carbon (6)
Sequence of screens: STK33 kinase inh	Kir21 block
COc1cc(NC(=O)c2ccccc2[N+](=O)[O-])ccc1NC(=O)C(C)C
 : 0.4	0.17
Cc1cccc(C)c1NS(=O)(=O)c1ccc(NC(=O)c2ccc(Cl)c([N+](=O)[O-])c2)cc1
 : -1.3	-0.25
COc1cc2c(cc1OC)C(c1cc([N+](=O)[O-])ccc1O)NCC2 (stereo not given)
 : 1.0	1.2
O=C(CNS(=O)(=O)c1ccc([N+](=O)[O-])cc1)N/N=C\c1ccc(O)cc1
 : 1.8	-1.8
O=C1C(Cl)=C(NS(=O)(=O)c2ccc([N+](=O)[O-])cc2)C(=O)c2ccccc21
 : -1.6	-0.64
CC1(C)C2([N+](=O)[O-])CN3CC1([N+](=O)[O-])CN(C2)C3c1ccc(O)c(O)c1 (stereo not given)
 : -0.3	3

Continuation.
Sequence of screens: STK33 kinase inh	Kir21 block
Cc1cccc(C)c1NC(=O)C1CC2CCC1C2 (stereo not given)
 : 17	-0.9
COCCCNC(=O)CN(c1cc(OC)ccc1OC)S(=O)(=O)c1ccccc1
 : -0.1	1
CSc1ccccc1NC(=O)CN(C)C(=O)C1CC(=O)N(C(C)c2ccccc2)C1 (stereo not given)
 : -1.6	.
CC(=O)c1ccc(N2C(=NC(=O)C3CCCO3)SC3CS(=O)(=O)CC32)cc1 (stereo not given)
 : -1.7	0.28
